# Source: PubChem
# PI5P4K alpha inh – blocks human PI5P4K alpha kinase activity. P48426. PI5P4Kalpha enzyme, ADP-Glo luminescence, 60 min; hits give low values. max response, %. 330,000 compounds, 1.2% hits. AID 652105; active means max response of -50% or lower; inconclusive means between -30% and -50%; inactive means -30% or higher; further: value at the top dose of about 77 µM; on the % scale 0 is the no-effect control and ±100 the full control effect
#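 Quantitative HTS of the MLSMR library against PI5P4Kalpha with substrate. ATP added last at 5 microM final; room temperature, 60 minutes. Remaining ATP depleted, ADP converted and read as luminescence.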
# EPAC1 antag – EPAC1 (human) antagonism. EPAC1 GEF assay, Rap1b-BODIPY-GDP exchange fluorescence. AID 720709. Potency, µM (series often up to 115 µM), for inactives: top-dose activity change, negative = inhibition, actives largely listed as inhibitors. 360,000 compounds, 0.14% hits;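 further: potency means the concentration at half of the fitted maximal effect; plate controls were vehicle for no effect and positive control for full effect; nearly all actives have a fitted effect of over 50% in size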
# HEK293 tox – cytotoxicity counter-screen for GLP-1 receptor inverse agonists. HEK293 cAMP-luciferase reporter cells, luminescence, 24 h. 410,000 compounds, 0.13% hits. Potency, µM (top dose mostly 38.3 µM), for the others: at the highest dose activity change, negative = inhibition, actives largely listed as inhibitors;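 further: loss of luciferase light is scored as toxicity; potency means the concentration at half of the fitted maximal effect; on the % scale 0 is the no-effect control and ±100 the full control effect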
#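 To flag toxic compounds, the library was rerun on cells for 24 hr at 37 deg C and 5% CO2. Viability-linked luminescence was captured 12 min after adding luciferase detection reagent.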
# EPAC1 agonist – EPAC1 (human) agonism | O95398 | EPAC1 agonist qHTS, biochemical assay; response scale: 100% = response to 6.5 mM cAMP | Potency, µM (highest dose often 154 µM), inactives show top-dose activation, most hits filed as activators | 360,000 compounds, 0.073% hits; further: potency means the concentration at half of the fitted maximal effect; nearly all actives have a fitted effect of over 60% in size
#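 Normalized to 6.5 mM cAMP, activity reflects EPAC1-catalysed release of BODIPY-GDP from Rap1B, followed kinetically over 30 min at 480 nm excitation, 540 nm emission. Reaction contained 100 nM EPAC1, 250 nM Rap1B-BODIPY-GDP, 50 uM GDP.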
# GLP-1R agonist – GLP-1 receptor (human) agonism | Potency, µM (titrated, usually from 45.6 µM), without a hit: top-dose activation, actives largely listed as activators | AID 624172 | 380,000 compounds, 0.007% hits | HEK293 GLP-1R CRE-luciferase, luminescence, 4-6 h; cells express a hypersensitive GLP-1R form; further: potency means the concentration at half of the fitted maximal effect; % of control where 0% means no effect
# Target sequence (P43220 whole entry, looked up): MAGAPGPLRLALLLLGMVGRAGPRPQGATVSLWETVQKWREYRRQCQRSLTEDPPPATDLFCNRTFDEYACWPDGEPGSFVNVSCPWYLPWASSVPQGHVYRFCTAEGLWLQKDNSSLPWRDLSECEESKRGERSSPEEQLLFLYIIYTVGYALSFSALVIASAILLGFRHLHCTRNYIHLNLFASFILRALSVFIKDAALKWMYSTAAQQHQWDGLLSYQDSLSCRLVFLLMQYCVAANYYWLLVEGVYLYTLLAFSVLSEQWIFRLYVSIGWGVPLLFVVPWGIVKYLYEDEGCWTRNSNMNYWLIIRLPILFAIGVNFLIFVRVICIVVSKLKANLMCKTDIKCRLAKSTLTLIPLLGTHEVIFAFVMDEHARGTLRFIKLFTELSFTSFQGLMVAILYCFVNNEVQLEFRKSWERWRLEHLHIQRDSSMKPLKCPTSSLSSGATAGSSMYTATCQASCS
# PTHR1 agonist – PTHR1 (human) receptor agonism; HEK293 GP2 PTHR1 cells, GloSensor cAMP luminescence, 1 h; AID 743266; Potency, µM (doses to about 115 µM), inactives show at the top dose activation, hits mostly activators; 410,000 compounds, 0.075% hits; further: potency means the concentration at half of the fitted maximal effect; nearly all actives have a fitted effect of over 55% in size; some results filed as inactive show a strong effect at the top dose; inactives centre near -15; many of its hits are not listed in these tables
# Target sequence (Q03431 whole entry, looked up): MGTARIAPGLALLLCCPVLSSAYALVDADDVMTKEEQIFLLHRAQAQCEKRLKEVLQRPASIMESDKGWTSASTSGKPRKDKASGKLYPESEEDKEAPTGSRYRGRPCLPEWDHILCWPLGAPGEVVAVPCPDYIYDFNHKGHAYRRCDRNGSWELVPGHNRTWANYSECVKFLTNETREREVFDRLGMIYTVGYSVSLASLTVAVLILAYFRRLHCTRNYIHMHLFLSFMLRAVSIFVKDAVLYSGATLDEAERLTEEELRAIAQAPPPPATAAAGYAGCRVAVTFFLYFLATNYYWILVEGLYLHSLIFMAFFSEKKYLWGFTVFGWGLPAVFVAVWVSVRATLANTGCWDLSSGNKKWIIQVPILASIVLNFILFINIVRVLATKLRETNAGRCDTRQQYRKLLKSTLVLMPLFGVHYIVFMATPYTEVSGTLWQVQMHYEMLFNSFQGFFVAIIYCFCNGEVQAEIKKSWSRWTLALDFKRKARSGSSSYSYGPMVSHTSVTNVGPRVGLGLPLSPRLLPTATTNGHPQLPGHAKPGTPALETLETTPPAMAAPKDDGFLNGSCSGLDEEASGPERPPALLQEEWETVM
#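 HEK-293-derived GP2 cells expressing PTHR1 and a GloSensor cAMP reporter, 3,000/well, plated overnight, given luciferin plus IBMX (each 0.5 mM as added) for 1 h at 37 °C, then compound for 1 h at 37 °C. Luminescence was read after 15 min at room temperature.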
# GLP1R inv ag – GLP-1 receptor (human) inverse agonism; HEK293 GLP-1R CRE-luciferase, luminescence, 24 h; GLP-1R form is constitutively active; Potency, µM (top dose mostly 38.3 µM), for inactives: top-dose activity change, negative = inhibition, actives largely listed as inhibitors; 410,000 compounds, 1.6% hits; P43220; further: potency means the concentration at half of the fitted maximal effect; on the % scale 0 is the no-effect control and ±100 the full control effect; nearly all actives have a fitted effect of over 55% in size
#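 Stable HEK293 clone (constitutively active GLP-1R + cAMP-response luciferase); 200 cells/uL plated, 12 h pre-culture, compound 24 hr, 37 deg C/5% CO2; detection reagent 12 min RT; luminescence.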
# PLK1 PBD block – blocks phosphopeptide binding to human PLK1 polo-box domain; Plk1 PBD binding of FITC phosphopeptide, fluorescence polarization; Potency, µM, for the others: max response, negative = inhibition, hits mostly inhibitors; 360,000 compounds, 2.8% hits; AID 720504; further: potency means the concentration at half of the fitted maximal effect; series mostly up to about 57 µM; on the % scale 0 is the no-effect control and ±100 the full control effect; nearly all actives have a fitted effect of over 65% in size
# IL2 activator – activators of IL-2 | IL-2 activation reporter assay, cell-based qHTS; stimulated with anti-CD3/CD4/CD28 beads; in transgenic mouse T cells | activation, % (series mostly up to about 46 µM) | 360,000 compounds, 0.065% hits; in the data active means activation above about 50%; inconclusive means mostly about 30% to 49%; further: 0% is about no effect
#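 Readout: EGFP and DsRed signals by fluorescent plate cytometry. Unstimulated transgenic mouse T cells received compound 60 min before antibody-bead stimulation, then incubated 18 h at 37 degrees C.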
# The depositor's hits bear a star; i = inactive; ? = inconclusive; / = not tested or not shown; & = joins results of further samples; [ ] = remark or other dose. Unless noted, the call rests on the fitted dose curve; in most records, active means well fitted curve in the direction sought with a large enough effect; inconclusive means small, poorly fitted or top-dose-only effect, or another doubt; inactive means no such curve, though single readings can be large; an effect the other way counts as inactive or inconclusive. These rows are one share of the data; the hit share may differ from the screen's.
SMILES,PI5P4K alpha inh,EPAC1 antag,HEK293 tox,EPAC1 agonist,GLP-1R agonist,PTHR1 agonist,GLP1R inv ag,PLK1 PBD block,IL2 activator
CCOc1ncccc1C(=O)Nc1ccc(Cl)c(S(=O)(=O)N2CCCC2)c1,0,22%,5%[7.66 µM],2%,10%,-29%,14%[7.66 µM],-12%,-1.1
Cc1ccc(-n2c(Cc3cccc4ccccc34)n[nH]c2=S)c(C)c1,-3,-2%,0%,7%,-4%,-4%,?,-16%,0.8
Cc1ccccc1CNC(=O)c1ccc2nc([C@@H]3O[C@H](CO)[C@H](O)[C@H](O)[C@H]3O)[nH]c2c1,-88*,?,5%,4%,-1%,9%,19%,-11%,-0.2
CSc1ccc(CN(C)CC(=O)N(C)CC(=O)Nc2ccccc2Br)cc1,-2,-16%,1%,7%,5%,-2%,?,-13%,0.0
Cc1ccc2cc3c(nc2c1)N(Cc1ccco1)CC3,8,-13%,-9%,15%,2%,-22%,?,-5%,-0.6
CN(C)CCO/N=C(\c1ccc(Br)cc1)c1cccnc1,3,7%,0%,-4%,0%,i,?,7%,-2.5
O=C(NNC(=O)C1CCN(Cc2ccccc2)CC1)c1cccc(Cl)c1,24,-10%,-1%,8%,10%,-13%,-20%,-6%,-2.8
CC(=O)Cc1nsc(NC(=O)c2ccc(COc3ccc(C)cc3)o2)n1,4,4%,80%[activator],7%,0%,0%[57.5 µM],2%,-13%,-1.0
CC(C)CC(NC(N)=O)C(=O)OCC(=O)Nc1ccc(SC(F)F)cc1 (stereo not drawn),3,0%,2%,3%,1%,i,-2%,-22%,0.1
Cc1ccc(N2C(=O)N(CC(=O)Nc3ccc(F)c(F)c3)C(=O)C2C)cc1 (stereo not drawn),-1,-1%,2%,-9%,-14%,-21%,?,0%,-0.6
COc1ccc(-n2nnnc2SCC(=O)Nc2ccc3c(c2)OCCO3)c(OC)c1,/,8%,-27%,15%,-1%,i,0%,-27%,-2.9
Cc1ccccc1N=C1Nc2ccccc2CS1,-5,6%,-15%,7%,2%,-49%[inhibitor][57.5 µM],?,-2%,0.0
O=C(Nc1cccc(Cl)c1)NC1CCS(=O)(=O)C1 (stereo not drawn),3,7%,-3%,8%,7%,-20%,7%,1%,0.6
CCCCN(CCCC)c1nn[nH]n1,9,7%,-4%,-1%,0%,-14%,2%,2%,-0.1
CC(=O)c1cccc(-c2ccnc3c2CC(C(=O)Nc2ccc4c(c2)OCO4)O3)c1 (stereo not drawn),-19,-3%,-29%,6%,21%,-15%,?,-3%,-0.7
O=C(CCCCCn1c(=O)[nH]c2ccsc2c1=O)N1CCN(C2CCCCC2)CC1,-5,-1%,-7%,3%,1%,-1%,-2%,-8%,-2.3
COc1ccccc1OC(=O)c1cc2ccccc2oc1=O,0,-28%,2%,2%,-5%,i,13%,-8%,-1.0
C/C(=N\NC(=O)c1ccccc1C)c1cccc([N+](=O)[O-])c1,/,-6%,0%,13%,4%,i,0%,-12%,-0.3
O=C(CSc1nc(=O)n(CCCN2CCOCC2)c2c1CCC2)Nc1ccccc1F,-2,7%,0%,5%,3%,-1%,0%,3%,0.0
Cc1onc(-c2c(F)cccc2Cl)c1C(=O)Nc1nnc(C2CC2)s1,-18,-10%,-6%,-6%,-13%,-7%[57.5 µM],-40%,-10%,-0.5

# Only EPAC1 antag and PLK1 PBD block, for some of the entries so far:
Compound	EPAC1 antag	PLK1 PBD block
C/C(=N\NC(=O)c1ccccc1C)c1cccc([N+](=O)[O-])c1	-6%	-12%
O=C(CSc1nc(=O)n(CCCN2CCOCC2)c2c1CCC2)Nc1ccccc1F	7%	3%

# (list continues)
SMILES,PI5P4K alpha inh,EPAC1 antag,HEK293 tox,EPAC1 agonist,GLP-1R agonist,PTHR1 agonist,GLP1R inv ag,PLK1 PBD block,IL2 activator
Cn1ccc(NC(=O)Nc2cccc([N+](=O)[O-])c2)n1,14,-28%,-7%,-5%,1%,i,-11%,?,1.0
CSCCC(NC(=O)/C(=C/c1ccc2c(c1)OCO2)NC(=O)c1cccc([N+](=O)[O-])c1)C(=O)O (stereo not drawn),0,4%,2%,0%,-8%,i,-15%,-5%,-1.0
Cc1c(NS(=O)(=O)c2ccc3c(c2)c(=O)n(C)c(=O)n3C)c(=O)n(-c2ccccc2)n1C,1,1%,-10%,-7%,-1%,-12%,9%,-4%,1.2
Cc1cccc(C)c1NC(=O)C(NC(=O)CN1C(=O)c2ccccc2C1=O)c1ccccc1 (stereo not drawn),1,5%,12%,3%,0%,i,10%,0%,-4.3
O=C1NCCN1CCNS(=O)(=O)c1ccc(F)c(Cl)c1,0,-16%,8%,4%,-1%,i,6%,-5%,0.8
N#C/C(=C/c1ccc(F)cc1)S(=O)(=O)c1ccccc1,0,5%,0%,1%,1%,i,9%,?,0.0
COc1ccc(-c2sc(NC(C)=O)nc2-c2ccccc2)cc1,17,?,48%[activator],-7%,-4%,i,?,-7%,0.4
O=C(CSc1ccccn1)Nc1ccccc1F,-1,12%,28%,6%,4%,-24%,0%,-7%,-2.6
CC(=O)N(C)C[C@H]1Oc2ncc(Br)cc2C(=O)N([C@H](C)CO)C[C@@H]1C,1,-12%,3%,-19%,10%,-18%,1%,3%,0.1
COCCCNC(=O)CNC(=O)c1cn(-c2ccccc2OC)c(=O)c2ccccc12,-1,13%,-4%,-10%,-1%,?,3%,-4%,-3.1
C=CCn1c(SCc2cc(=O)n3cc(C)ccc3n2)nnc1-c1ccc(F)cc1,14,14%,3%,-7%,9%,-12%,4%,0%,-0.1
O=C(NCC1CC1)C1(C(F)(F)F)C/C(=C\Cc2ccccc2)CCCO1 (stereo not drawn),-3,-7%,4%,-7%,0%,-4%,?,-2%,-0.3
O=C(NCCCn1ccnc1)/C(=C\c1ccc(Br)cc1)NC(=O)c1ccccc1,-10,14%,-3%,2%,-1%,-13%,-20%,11µM*,-0.5
Cc1cccc(N2CC(C(=O)Nc3ccc(S(=O)(=O)Nc4nccs4)cc3)CC2=O)c1C (stereo not drawn),-10,8%,13%,-9%,-7%,-25%,5%,-8%,-0.5
Cn1cnc2ccc([N+](=O)[O-])cc2c1=O,-4,-3%,4%,8%,-3%,-23%,-2%,-1%,-2.1
Cc1ccc(S(=O)(=O)N/N=C\c2ccc3c(c2)OCO3)cc1C,9,-31%,0%,-10%,7%,-5%,-3%,?,-1.2
CCNC(=S)NNC(=O)CCc1nc2cc(Cl)ccc2n(Cc2ccccc2)c1=O,-10,-14%,19%,-2%,11%,?,-6%,-13%,-0.5
COc1ccccc1C=NNc1ccc([N+](=O)[O-])cn1,7,6%,0%,21%,-7%,i,10%,1%,73*
COc1ccc(S(=O)(=O)N(C)CC(=O)Nc2ccc(F)cc2)cc1,/,-4%,-12%,5%,-7%,-25%[57.5 µM],-6%,-5%,-0.2
CCOc1ccc(NC(=O)Cn2nnc(C(=O)NCc3cccs3)c2N)cc1,1,-1%,-5%&0%,15%,-4%&1%,i,3%&5%,-10%,-2.2
COc1ccc(Cl)cc1NC(=O)CCc1nc(-c2ccccc2F)no1,1,-11%,-9%&6%,1%,-1%,-3%&-69%,?,4%,1.9
CC1CCN(c2cc(N(C)CCO)c([N+](=O)[O-])c3nonc23)CC1,3,-16%,1%,-1%,-6%,-19%,-14%,2%,-1.6
Cc1cc(C)c2cc(C#N)c(NCCCNC(=O)c3ccncc3)nc2c1,-1,-4%,7%,-11%,4%,i,2%,-5%,1.6
COc1ccc(-n2cc(-c3ccc(C)cc3)[n+]3c2SCC3)cc1,1,-3%,-28%,-1%,-16%,-42%,?,-11%,-0.5
Cc1cccc(-n2c(-c3csc(C(C)C)c3)n[nH]c2=S)c1,/,7%,-5%,-5%,0%,-35%[inhibitor][57.5 µM],0%,?,-2.3
CC(CCc1ccc(O)cc1)NCCC(c1ccccc1)c1ccccc1 (stereo not drawn),0,-2%,?,2%,-3%,i,?,-21%,-5.6
O=C(COC(=O)/C=C/c1ccc([N+](=O)[O-])cc1)NC(=O)NC1CCCCC1,3,16%,2%,-11%,-6%,-64%[inhibitor],-14%,-4%,-0.2
COc1ccc(C(C)(C)C)cc1S(=O)(=O)n1ccnc1C,3,-4%,1%,8%,13%,-10%,-6%,-3%,0.2
CC(C)C(=O)Nc1cccc(C(=O)NCCc2ccc(S(N)(=O)=O)cc2)c1,/,6%,3%,-6%,7%,-21%,-8%,-4%,5.4
CC1CCN(CCNC(=O)CCS(=O)(=O)c2ccc(Br)cc2)CC1,0,-11%,6%,5%,2%,i,-20%,-23%,1.9

# Entries above shown as hits in IL2 activator:
SMILES,PI5P4K alpha inh,EPAC1 antag,GLP-1R agonist,PTHR1 agonist,GLP1R inv ag,PLK1 PBD block,IL2 activator
COc1ccccc1C=NNc1ccc([N+](=O)[O-])cn1,7,6%,-7%,i,10%,1%,73*

# Next structures
SMILES,PI5P4K alpha inh,EPAC1 antag,HEK293 tox,EPAC1 agonist,GLP-1R agonist,PTHR1 agonist,GLP1R inv ag,PLK1 PBD block,IL2 activator
Cc1ccc(C)c(N2CCN(C(=O)CCc3nc(-c4cccc(Br)c4)no3)CC2)c1,18,3%,4%,-29%,-4%,-21%,1%,-6%,-0.5
Cc1cc(C(=O)CSc2nc(N)cc(N)n2)c(C)n1-c1cccc(F)c1,-3,13%,1%[1.53 µM],9%,15%,-36%,11%,?,-0.2
O=C([C@H](O)c1ccccc1)N1CCC[C@H]1CO,-1,3%,-5%,4%,0%,-12%,8%,-4%,0.0
Cc1cc(NC(=O)COC(=O)C(C)Oc2ccc(Cl)cc2Cl)no1 (stereo not drawn),7,?,0%,13%,3%,?,31%[activator],-8%,-3.1
Cc1ccc(NC2CCCN(C(=O)CCN3CCOCC3)C2)cc1C (stereo not drawn),1,11%,-3%,4%,4%,i,28%,-1%,0.7
Cc1sc2nc[nH]c(=O)c2c1-c1ccc(F)cc1,-4,?,3%,-6%,-6%,-68%[inhibitor],10%,-15%,-0.7
CC(/C=C1\SC(=S)N(NC(=O)c2ccc(C)cc2)C1=O)=C\c1ccccc1,1,-5%,?,-4%,4%,-21%,-7%,-1%,2.5
